From PubChem
APE1 inh – blocks human APE1 abasic DNA cleavage | recombinant APE1, TAMRA/BHQ-2 abasic DNA cleavage fluorescence | Potency, µM (doses to about 65.8 µM), inactives show top-dose activity change, negative = inhibition, usual class: inhibitors | 350,000 tested, 0.35% active;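 also: potency is read from the fitted curve at half-maximal effect; plate controls were vehicle for no effect and reference inhibitor for full effect; nearly all actives have a fitted effect of over 55% in size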
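Activity was derived from the fluorescence gain between first and third kinetic reads (60 s intervals, ex 525/em 598 nm) after 50 nM THF-abasic TAMRA/BHQ-2 duplex was added to 0.75 nM APE1 preincubated 15 min with compound.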
Anesthetic bind – candidate novel general anesthetic via apoferritin binding; Potency, µM (doses to about 77.5 µM), without a hit: at the top dose activity change, negative = displacement, usual class: inhibitors; P02791; apoferritin/1-aminoanthracene competitive binding, fluorescence; 350,000 tested, 0.074% active; also: potency is read from the fitted curve at half-maximal effect; % is scaled to controls: 0 for no effect and ±100 for the full control effect; nearly all actives have a fitted effect of over 20% in size
Target sequence (P02791 2-175 limits assumed): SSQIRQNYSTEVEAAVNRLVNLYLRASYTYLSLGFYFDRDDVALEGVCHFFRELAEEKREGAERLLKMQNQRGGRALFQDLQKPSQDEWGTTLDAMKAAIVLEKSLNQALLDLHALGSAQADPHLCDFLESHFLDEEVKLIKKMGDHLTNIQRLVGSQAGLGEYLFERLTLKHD
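Steps: apoferritin (10 uM) was premixed with half-saturated 1-AMA in PBS, compounds were pin-transferred, plates stood 10 min at room temperature, fluorescence was read at 380/535 nm, and curves were fitted with a Hill equation.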
POLB inh – inhibitors of human DNA polymerase beta; Pol beta primer extension/strand displacement, fluorescence kinetic; AID 485314; 340,000 tested, 1.3% active; Potency, µM (highest dose often 114 µM), without a hit: at the highest dose activity change, negative = inhibition, usual class: inhibitors; also: potency is read from the fitted curve at half-maximal effect; % is scaled to controls: 0 for no effect and ±100 for the full control effect
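Homogeneous kinetic assay of primer extension and strand displacement by 10 nM Pol beta, preincubated 15 min at room temperature with compound before 50 nM substrate (final) was added. Read at 0 and 10 min; four-parameter Hill fit.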
ERG-DNA inh – inhibitors of human ERG Ets domain-DNA interaction; Potency, µM (titrated, usually from 76.9 µM), for inactives: top-dose FP activity, negative = inhibition, usual class: inhibitors; 370,000 tested, 0.028% active; P11308; fluorescence polarization, His-ERG Ets domain / labelled DNA; AID 624246; active = well fitted inhibition curve with a large enough effect in the polarisation, with a control signal flat; inconclusive = small, poorly fitted or top-dose-only effect, or effect the other way, or a change in a side signal; inactive = no such curve, though single readings can be large or run the other way; the % refers to the polarisation;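 also: polarization taken with two DNA probes labelled with fluorescein and Texas red; potency is read from the fitted curve at half-maximal effect; % of control where 0% means no effect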
Target sequence (P11308 whole entry, looked up, the tested form may be a part): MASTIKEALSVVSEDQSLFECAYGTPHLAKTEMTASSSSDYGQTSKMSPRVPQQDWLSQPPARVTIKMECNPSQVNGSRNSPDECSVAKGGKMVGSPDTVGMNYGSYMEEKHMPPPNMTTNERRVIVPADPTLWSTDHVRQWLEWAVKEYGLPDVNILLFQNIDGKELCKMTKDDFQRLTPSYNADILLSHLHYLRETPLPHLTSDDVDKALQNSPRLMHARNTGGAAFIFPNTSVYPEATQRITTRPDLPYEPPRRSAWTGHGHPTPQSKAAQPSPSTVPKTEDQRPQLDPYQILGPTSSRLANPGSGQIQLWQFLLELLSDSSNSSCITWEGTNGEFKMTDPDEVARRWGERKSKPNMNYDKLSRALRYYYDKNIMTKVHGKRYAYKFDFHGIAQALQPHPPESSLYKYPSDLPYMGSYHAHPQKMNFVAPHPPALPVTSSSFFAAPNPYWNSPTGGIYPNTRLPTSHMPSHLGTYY
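His-tagged ERG Ets domain (1 uM in the protein solution; 300mM KCl, 50mM Tris-HCl, 1mM EDTA, 1mM DTT, pH 7.5) received compound, then a probe mix of 5 nM fluorescein-DNA and 100nM Texas-615-DNA. Fluorescence polarization was read for both dyes.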
BLM helicase inh – blocks DNA unwinding by human BLM helicase; Potency, µM (series often up to 56.1 µM), without a hit: at the highest dose activity change, negative = inhibition, usual class: inhibitors; 350,000 tested, 0.2% active; P54132; recombinant BLM DNA unwinding, fluorescence dequenching;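 also: potency is read from the fitted curve at half-maximal effect; plate controls were vehicle for no effect and no enzyme for full effect; nearly all actives have a fitted effect of over 35% in size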
TRHR agonist – TRH receptor (human) agonism | P34981 | TRHR cells, calcium flux fluo-8, FDSS agonist mode | activation, % at 2 µM | 360,000 tested, 0.18% active | AID 493084; in the data active = activation above about 30%; also: 0% is about no effect
Target sequence (P34981 whole entry, looked up): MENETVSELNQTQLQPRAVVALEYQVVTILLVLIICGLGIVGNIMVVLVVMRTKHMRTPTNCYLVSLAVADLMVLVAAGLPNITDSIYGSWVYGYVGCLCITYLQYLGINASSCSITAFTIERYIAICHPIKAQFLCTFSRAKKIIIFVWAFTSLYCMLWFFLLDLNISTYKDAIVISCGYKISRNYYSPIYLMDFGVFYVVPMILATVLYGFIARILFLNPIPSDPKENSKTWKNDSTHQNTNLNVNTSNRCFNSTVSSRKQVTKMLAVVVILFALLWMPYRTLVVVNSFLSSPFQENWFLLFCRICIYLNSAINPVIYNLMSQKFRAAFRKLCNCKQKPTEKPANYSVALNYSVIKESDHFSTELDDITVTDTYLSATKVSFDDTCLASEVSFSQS
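TRHR-expressing cells loaded with fluo-8 calcium dye; 23 nL library compound pin-transferred, kinetic FDSS fluorescence (Ex 480/Em 530) recorded about 180 s for agonist-induced calcium release, before a 10 nM TRH EC20 addition for potentiator mode.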
POLI inh – DNA polymerase iota (human) inhibition. Q9UNA4. Pol iota fluorescent replication assay, 10 min. Potency, µM (doses to about 115 µM), without a hit: at the highest dose activity, negative = inhibition, actives largely listed as inhibitors. 390,000 tested, 1% active. AID 588590; also: potency is read from the fitted curve at half-maximal effect
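Fluorescent replication assay read twice, at 0 min and 10 min after adding 50 nM (final) substrate. Enzyme (10 nM) and compounds were first incubated 15 min at room temperature; enzyme-free buffer wells were negative controls.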
POLK inh – blocks human DNA polymerase kappa activity; purified Pol kappa, fluorescent DNA synthesis assay, 10 min; 400,000 tested, 0.53% active; Potency, µM (series often up to 107 µM), without a hit: top-dose activity, negative = inhibition, hits mostly inhibitors; also: potency is read from the fitted curve at half-maximal effect; % is scaled to controls: 0 for no effect and ±100 for the full control effect
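Readout: fluorescence, taken kinetically at 0 and 10 min. Conditions: 10 nM Pol kappa, 15 min RT compound preincubation, 50 nM substrate final. Controls: enzyme-free buffer wells.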
ALOX12 inh – inhibitors of human 12S-lipoxygenase ALOX12; P18054; purified 12hLO, xylenol orange hydroperoxide absorbance; Potency, µM (doses to about 108 µM), for inactives: top-dose activity change, negative = inhibition, usual class: inhibitors; 580,000 tested, 1.1% active; AID 1671190; also: potency is read from the fitted curve at half-maximal effect; % is scaled to controls: 0 for no effect and ±100 for the full control effect
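Hydroperoxide product was detected by ferrous iron/xylenol orange as the 573 to 405 nm absorbance ratio. Arachidonic acid at 40 uM (final) was turned over for 30 min at room temperature by 150 nM human 12hLO, pH 7.0 Hepes buffer, after 15 min compound preincubation.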
An asterisk follows results filed as active; ? = inconclusive; nt = not tested or not shown; & = joins results of further samples; [ ] = remark or other dose. Unless noted, calls follow the shape of the dose curve; as a rule, active = well fitted curve in the direction sought with a large enough effect; inconclusive = small, poorly fitted or top-dose-only effect, or another doubt; inactive = no such curve, though single readings can be large; an effect the other way counts as inactive or inconclusive.

SMILES	APE1 inh	Anesthetic bind	POLB inh	ERG-DNA inh	BLM helicase inh	TRHR agonist	POLI inh	POLK inh	ALOX12 inh
COc1cccc(NC(=O)CN(C)C(=O)CC(NC(=O)c2ccccc2Cl)c2ccccc2)c1 (configuration not stated)	-2.2%	nt	nt	11.2%	nt	0.3	-12.6%	-0.7%	28.5%
O=C(COC(=O)c1ccc(F)c(S(=O)(=O)N2CCOCC2)c1)c1ccc(Cl)cc1	0.3%	nt	nt	-5.3%	nt	1.0	-7.2%	-8.9%	0.1%
O=C(O)c1cccc(CN2C(=O)c3ccccc3C2=O)c1	1.5%	-8.2%	2.2%	4.0%	-1.1%	-0.2	-4.6%	-27.2%	0.0%
O=C(c1cccc(S(=O)(=O)NCc2ccccc2)c1)N1CCN(Cc2ccccc2)CC1	-2.8%	-23.4%	-5.2%	-4.7%	-3.3%	0.5	-8.0%	-7.9%	0.9%
CCn1nnc(NC(=O)c2c(OC)cccc2OC)n1	14.2%	-5.9%	20.3%	13.4%	1.0%	0.4	37.9%[activator]	-5.4%	0.0%
CC(=O)Nc1ccc(S(=O)(=O)Nc2ccc(S(=O)(=O)Nc3nccs3)cc2)cc1	21.3%	4.4%	27.4%	6.8%	-0.3%	0.3	15.8%	3.6%	-10.0%
CCCCn1c(N)c(N(CCOC)C(=O)c2cc3c(s2)CCC(C)C3)c(=O)[nH]c1=O (configuration not stated)	-8.0%	nt	nt	2.0%	nt	0.1	55.8%[activator]	-2.0%	?
CCCn1nc(NC(=O)C2CCCO2)c2cc3ccc(C)cc3nc21 (configuration not stated)	-1.4%	82.6%[activator]	-28.3%	5.4%	0.1%	0.2	32.0%[activator]	0.3%	-8.3%
CCOC(=O)/C=C1\SC(C)C(=O)N1CC(=O)N(CCC#N)c1ccccc1 (configuration not stated)	44.6%	nt	nt	15.9%	nt	0.1	2.7%	-0.2%	15.1%
Cc1cccc([C@@H]2[C@@H]3C(=O)N(Cc4ccccc4)C(=O)[C@@H]3[C@]3(Cc4ccccc4)C(=O)N(c4cccc(F)c4)C(=O)N23)c1	33.6%	nt	nt	-0.1%	nt	0.3	32.4%[activator]	10.7%	-3.6%
C[C@H](N)c1nnc(SCC(=O)N(C)C)o1	4.1%	0.4%	0.3%	3.1%	-3.0%	0.9	14.5%	2.1%	3.9%
Cc1ccc2nc(CN3CCN(C(=O)Nc4cccc(C)c4C)CC3)oc2c1	nt	0.0%	-1.7%	0.2%	0.0%	-0.4	11.2%	-5.5%[60.1 µM]	-18.9%
CC(C)CC[n+]1ccccc1/C=C/c1ccc(N(C)C)cc1	4.6%	-8.7%	-6.9%	126.0%[activator]	-2.5%	14.2	-5.3%	-17.6%	-18.8%
O=C(NCCc1ccc(Cl)cc1)C1CCCN(S(=O)(=O)N2CCCCCC2)C1 (configuration not stated)	-11.9%	-18.9%	21.7%	-6.1%	-3.3%	-0.9	-6.0%	-20.4%	2.1%
N#Cc1nc(-c2ccccc2Cl)oc1N1CCCCC1	-3.7%	64.4%[activator]	12.9%	6.7%	-4.8%	-0.5	7.5%	-7.6%	?
O=C1CCN(CCc2ccccc2)CCN1CCO	21.4%	-3.7%	1.4%	-0.9%	-0.7%	-0.1	2.4%&-15.9%	1.6%&-14.5%	-4.7%
CCCC1(CCC)NC(=O)N(CC(=O)Nc2cccc(OC)c2)C1=O	0.7%	-15.3%	26.1%	2.8%	0.2%	0.6	-8.1%	6.1%	28.5%
COc1cc(NC(=O)CN2C(=O)NC(CC(C)C)C2=O)cc(OC)c1OC (configuration not stated)	10.8%	nt	nt	-8.4%	nt	0.1	8.7%	-7.4%	5.7%
Fc1ccc(-c2n[nH]c(=S)c3ccccc23)cc1	?	-5.2%	2.2%	-9.4%	-3.5%	-1.9	21.7%	1.6%	0.1%
CCOC(=O)c1cc(NC(=O)c2c(C)noc2C)cc(C(=O)OCC)c1	4.3%	-3.7%	2.3%	-16.5%	-2.2%	0.0	-28.0%	-15.5%	?
Cc1cc(S(=O)(=O)n2[nH]c(=O)c(CCO)c2C)c(Cl)cc1Cl	7.7%	0.7%	17.3%	-10.9%	1.3%	0.1	8.7%	-18.7%	12.5%
COc1cccc(NC(=O)N2CCCC2C(=O)NC(C)C)c1 (configuration not stated)	23.0%	8.3%	-0.6%	-12.8%	-6.8%	1.1	1.4%	1.2%	0.0%
COc1cc(NC(=O)c2ccccc2[N+](=O)[O-])ccc1NC(=O)C(C)C	0.0%	-11.7%	-1.5%[57.1 µM]	10.3%	4.5%	0.2	5.4%	-3.0%	6.3%
Clc1ccccc1CNc1ncnc2nc[nH]c12	-5.3%	-14.4%	-3.8%	9.5%	1.2%	0.3	9.9%&-16.9%&25.0%	4.7%&-8.6%&-7.3%	24.9%
CCc1ccc(-n2c(C)cc(/C=N/NC(=O)OC)c2C)cc1	15.9%	?	1.8%	1.5%	-3.0%	0.7	66.7%[activator]	2.2%	?

Gathered by group, the compounds so far containing a cyano group
SMILES	APE1 inh	Anesthetic bind	POLB inh	ERG-DNA inh	BLM helicase inh	TRHR agonist	POLI inh	POLK inh	ALOX12 inh
CCOC(=O)/C=C1\SC(C)C(=O)N1CC(=O)N(CCC#N)c1ccccc1 (configuration not stated)	44.6%	nt	nt	15.9%	nt	0.1	2.7%	-0.2%	15.1%
N#Cc1nc(-c2ccccc2Cl)oc1N1CCCCC1	-3.7%	64.4%[activator]	12.9%	6.7%	-4.8%	-0.5	7.5%	-7.6%	?

Taken from above:
CCn1nnc(NC(=O)c2c(OC)cccc2OC)n1 in ALOX12 inh shows 0.0%
CCOC(=O)c1cc(NC(=O)c2c(C)noc2C)cc(C(=O)OCC)c1 in TRHR agonist shows 0.0
Clc1ccccc1CNc1ncnc2nc[nH]c12 in POLB inh shows -3.8%
CCCC1(CCC)NC(=O)N(CC(=O)Nc2cccc(OC)c2)C1=O in APE1 inh shows 0.7%
Cc1cc(S(=O)(=O)n2[nH]c(=O)c(CCO)c2C)c(Cl)cc1Cl in POLB inh shows 17.3%

The results go on.
SMILES	APE1 inh	Anesthetic bind	POLB inh	ERG-DNA inh	BLM helicase inh	TRHR agonist	POLI inh	POLK inh	ALOX12 inh
CSCCC(NC(=O)c1cccc(C)c1)C(=O)OCN1C(=O)c2ccccc2C1=O (configuration not stated)	21.4%	nt	nt	13.6%	nt	-0.2	25.4%	-0.2%	-29.1%
O=C(CSc1ncnc2sc(-c3ccccc3)cc12)NC1CCS(=O)(=O)C1 (configuration not stated)	-15.9%	-9.4%	-11.5%	-2.0%	-7.1%	0.4	6.8%	-8.9%	-4.7%
Cc1noc2ncnc(Sc3ccc(Cl)cc3)c12	3.0%	-11.7%	-2.3%	1.8%	-3.0%	-0.2	5.0%	-6.2%	1.6%
O=C(CSc1ncccn1)NN=C1CCCCCCC1	2.8%	2.0%	8.5%	1.8%	1.9%	0.3	13.4%	-1.5%	5.7%
CCCCCCCn1c(=O)c(C(=O)OC)c(N)c2ccccc21	1.1%	-3.4%	2.2%	9.4%	-3.5%	0.3	39.9%[activator]	-2.6%	422.4%[activator]
CCOc1ccc(C(=O)CCC(=O)Nc2ccc(C)cn2)cc1	2.1%	nt	nt	-2.9%	nt	0.1	16.5%	-1.3%	-19.6%
Cc1cccc(NC(=O)C(C)Sc2nc3ccccc3c(=O)n2CCCN2CCOCC2)c1 (configuration not stated)	-3.3%	nt	nt	-6.7%	nt	-1.0	25.5%	-11.9%	-5.2%
O=C(CCN1C(=O)/C(=C/c2ccccc2Cl)SC1=S)NC1C=CS(=O)(=O)C1 (configuration not stated)	-24.4%	-15.9%	1.3%	0.8%	-1.6%	-0.6	30.8%[activator]	4.6%	-15.2%
CCSC1=C(C#N)C(c2ccc(C)s2)CC(=O)N1 (configuration not stated)	-0.6%	?	-4.6%	8.8%	0.8%	-0.5	-1.0%	-2.5%	13.6%
Cn1cccc1CC(=O)NNC(=S)Nc1ccc(Cl)cc1	1.4%	-6.4%	5.4%	-9.4%	-6.2%	0.2	15.7%	-29.8%	?
COc1cccc(-c2noc(-c3ccc4c(c3)OCO4)n2)c1	?	-3.8%	-21.9%	5.1%	2.3%	1.1	155.1%[activator]	-8.5%	5.9%
S=C(NCc1ccco1)N1CCN(c2nc(-c3ccc(Cl)cc3)cs2)CC1	5.7%	-3.8%	0.0%	1.9%	-12.5%	0.7	158.5%[activator]	-20.3%	?
COC(=O)C1=C(C)N(Cc2ccco2)C(=O)C1	14.2%	6.0%	-17.3%	0.6%	0.9%	1.5	11.2µM*	44.7µM*	?
COc1ccc(N(Cc2cc3cc(C)ccc3[nH]c2=O)C(C)=O)cc1	-4.2%	-4.3%	-18.7%	-0.4%	2.9%	-0.2	29.2%	5.7%	-8.0%
CN(C)/C=C(\c1cnc(Cl)s1)S(=O)(=O)c1ccccc1	2.7%	-4.5%	-38.3%	-0.5%	-4.7%	-0.4	-8.4%	-18.7%	-5.9%
O=C(Cc1ccccc1Cl)N1CCN(c2ccccn2)CC1	0.1%	-5.4%	12.1%	15.5%	-0.4%	-0.1	189.8%[activator]	-7.9%	-4.7%
Cc1ccc(C(C(=O)NC2CCCC2)N(Cc2ccc(F)cc2)C(=O)c2csnn2)o1 (configuration not stated)	0.3%	?	1.7%	-3.4%	-3.5%	-0.9	-2.2%	-7.7%	3.2%

Some of the compounds tested; the hit share may differ from the screen's.
